Rab9 promoter act: activates the Rab9 promoter | Huh7 Rab9 promoter-luciferase reporter, luminescence, 24 h | Potency, µM (series often up to 9.22 µM), without a hit: top-dose activation, negative = inhibition, hits mostly activators | hit rate 2.8% among 320,000 | AID 485297; also: potency is read from the fitted curve at half-maximal effect; % of control where 0% means no effect; nearly all actives have a fitted effect of over 60% in size
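Luminescence from Amplite-detected luciferase (10 minutes, ambient) reports Rab9 promoter activation. Before that, stable Rab9-luciferase Huh7 cells (1500/well, reduced-serum OP-MEM I plus 10% FBS) were exposed to compound for 24 hours at 37C.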
p53 reactivation: mutant p53 re-activation in reporter cells; H1299 p53-A138V BP100-luciferase reporter, luminescence, 24 h; Potency, µM (titrated, usually from 92.2 µM), without a hit: at the highest dose activity change, positive = activation, most hits filed as activators; hit rate 0.063% among 320,000; also: potency is read from the fitted curve at half-maximal effect; % of control where 0% means no effect; nearly all actives have a fitted effect of over 45% in size
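H1299 (p53-null), stable ts p53-A138V + BP100-Luc; 1000 cells/well, Opti-MEM/10% FBS; cpd 4 pt, 1:5; 24 h, 37 deg C, 5% CO2; detection reagent 10 min RT; luminescence.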
VP16 counter: counter-screen for ROR gamma inhibitors: Gal4-VP16 reporter; Potency, µM (highest dose often 53.6 µM), inactives show at the highest dose activity, negative = inhibition, actives largely listed as inhibitors; hit rate 3.5% among 310,000; Drosophila S2 Gal4-VP16 UAS-luciferase, luminescence, 20 h;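 also: Gal4-VP16 expression switched on by copper sulfate through the metallothionein promoter; potency is read from the fitted curve at half-maximal effect; % is scaled to controls: 0 for no effect and ±100 for the full control effect; nearly all actives have a fitted effect of over 50% in size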
Giardia killer: Giardia lamblia killing; hit rate 0.15% among 340,000; Giardia lamblia trophozoite viability; activity change, % at 7.66 µM, hits read low; in the data active = activity change below about -80%; inconclusive = between about -30% and that limit;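 also: parasites exposed to compound for two days anaerobically before the ATP read; % is scaled to controls: 0 for no effect and ±100 for the full control effect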
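Trophozoite viability was measured as ATP-dependent luminescence, read 15-30 min after reagent addition. Before that, parasites at 100 cells/well were exposed to compounds for 48 h, anaerobically, at 37 deg C.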
RORgamma inh: blocks mouse ROR gamma transcriptional activity; Drosophila S2 Gal4-RORgamma UAS-luciferase reporter, 20 h; P51450; hit rate 5.4% among 310,000; Potency, µM (titrated, usually from 53.6 µM), without a hit: top-dose activity change, negative = inhibition, hits mostly inhibitors; also: potency is read from the fitted curve at half-maximal effect; % is scaled to controls: 0 for no effect and ±100 for the full control effect; nearly all actives have a fitted effect of over 60% in size
Target sequence (P51450 whole entry, looked up, the tested form may be a part): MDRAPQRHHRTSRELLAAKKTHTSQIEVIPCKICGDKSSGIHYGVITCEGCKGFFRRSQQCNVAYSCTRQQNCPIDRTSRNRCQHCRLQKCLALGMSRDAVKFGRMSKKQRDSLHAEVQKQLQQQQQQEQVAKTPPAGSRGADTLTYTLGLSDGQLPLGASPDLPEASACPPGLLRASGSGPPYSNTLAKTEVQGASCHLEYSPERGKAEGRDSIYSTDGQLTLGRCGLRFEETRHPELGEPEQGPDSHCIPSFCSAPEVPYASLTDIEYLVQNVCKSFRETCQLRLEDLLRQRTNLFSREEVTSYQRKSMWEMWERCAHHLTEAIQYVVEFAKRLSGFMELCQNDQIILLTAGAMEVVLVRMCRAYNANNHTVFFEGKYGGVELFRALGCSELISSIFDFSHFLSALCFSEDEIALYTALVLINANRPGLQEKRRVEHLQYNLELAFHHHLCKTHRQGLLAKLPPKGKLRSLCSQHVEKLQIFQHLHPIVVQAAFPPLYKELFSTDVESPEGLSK
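Luciferase reporter read in Schneider cells carrying Gal4-RORγ (mouse) and UAS-Photinus luciferase; cells given compound 1 h before 700 uM copper sulfate induction, then incubated 20 h at ambient temperature.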
FLuc counter: counter-screen for miR-21 project: firefly luciferase inhibitors or activators; P08659; purified FLuc, Km substrates, luminescence inhibition; Potency, µM (highest dose often 57.5 µM), for the others: at the top dose activity change, negative = inhibition, hits mostly inhibitors; hit rate 6.9% among 360,000;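 also: potency is read from the fitted curve at half-maximal effect; plate controls were vehicle for no effect and reference inhibitor for full effect; nearly all actives have a fitted effect of over 55% in size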
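Purified P. pyralis luciferase (10nM final) with 10uM D-luciferin and 10uM ATP (Km levels) in 50mM Tris acetate pH 7.5, 10mM Mg acetate, 0.01% Tween-20, 0.05% BSA; qHTS 6-point titration, ~60 µM downward; luminescence read.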
NPC1 promoter act: activates the NPC1 promoter | Potency, µM (titrated, usually from 9.22 µM), inactives show top-dose activation, actives largely listed as activators | AID 485313 | hit rate 2.4% among 320,000 | Huh7 NPC1 promoter luciferase reporter, 24 h;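 also: potency is read from the fitted curve at half-maximal effect; % of control where 0% means no effect; nearly all actives have a fitted effect of over 60% in size; reporter is driven by a mutant NPC1 promoter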
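Readout is luciferase luminescence, reflecting NPC1 promoter activation in stably transfected Huh7 cells after 24 h compound exposure at 37 °C in reduced-serum medium with 10% FBS.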
PKM2 activator: increases activity of human pyruvate kinase M2; purified PKM2, Kinase-Glo ATP luminescence, activation; response scale: 0% is enzyme alone, no compound; Potency, µM (doses to about 57.5 µM), without a hit: top-dose activation, hits mostly activators; hit rate 0.34% among 260,000; also: potency is read from the fitted curve at half-maximal effect; % is scaled to controls: 0 for no effect and ±100 for the full control effect; nearly all actives have a fitted effect of over 55% in size
Target sequence (P14618 whole entry, looked up): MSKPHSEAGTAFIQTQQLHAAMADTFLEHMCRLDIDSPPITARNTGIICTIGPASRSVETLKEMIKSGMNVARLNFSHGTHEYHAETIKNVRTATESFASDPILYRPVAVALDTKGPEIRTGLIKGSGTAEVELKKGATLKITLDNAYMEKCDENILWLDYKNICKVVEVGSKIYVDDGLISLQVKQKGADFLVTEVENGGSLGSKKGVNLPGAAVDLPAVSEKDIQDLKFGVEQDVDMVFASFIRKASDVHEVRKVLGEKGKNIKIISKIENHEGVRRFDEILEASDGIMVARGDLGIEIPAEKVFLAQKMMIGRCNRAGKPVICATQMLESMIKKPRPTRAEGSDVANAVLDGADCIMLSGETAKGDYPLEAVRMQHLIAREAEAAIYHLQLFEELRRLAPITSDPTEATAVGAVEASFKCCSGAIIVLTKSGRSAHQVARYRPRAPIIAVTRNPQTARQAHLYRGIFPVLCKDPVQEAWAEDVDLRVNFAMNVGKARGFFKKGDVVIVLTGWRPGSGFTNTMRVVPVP
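Purified hPK-M2 (>95%) run at intermediate activity with 0.1 mM ADP and 0.5 mM PEP in 50 mM imidazole pH 7.2, KCl, MgCl2; 1 h room temperature. ATP formed read by Kinase-Glo luminescence; normalized to uninhibited and no-enzyme controls.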
Menin MLL FP TR: inhibitors of human menin-MLL interaction, mutant MLL peptide. Potency, µM (doses to about 61.6 µM), for the others: at the top dose FP activity change, negative = inhibition, hits mostly inhibitors. hit rate 0.23% among 270,000. O00255. Menin + Texas Red MLL mutant peptide, fluorescence polarization. AID 1768; active = well fitted inhibition curve with a large enough effect in the polarisation, with a control signal flat, not every such curve was filed as active; inconclusive = small, poorly fitted or top-dose-only effect, or effect the other way, or a change in a side signal; inactive = no such curve, though single readings can be large or run the other way; the % refers to the polarisation; also: potency is read from the fitted curve at half-maximal effect; % of control where 0% means no effect; many of its hits are not listed in these tables
BRCA1 expr up: BRCA1 expression activation. MCF7-BRCA1-FFLuc reporter, luminescence, 48 h; response scale: scaled: vehicle 0%, 10 µM genistein 100%. hit rate 1.1% among 380,000. Potency, µM (doses to about 46.1 µM), without a hit: at the highest dose activation, most hits filed as activators; also: potency is read from the fitted curve at half-maximal effect; nearly all actives have a fitted effect of over 80% in size; some results filed as inactive show a strong effect at the top dose
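Quantitative HTS in MCF7 cells stably reporting BRCA1 expression via firefly luciferase. Compound treatment lasts 48 h at 37 °C in phenol-red free MEM. Activation is expressed relative to genistein at 10 microM and DMSO.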
ELG1 genotox: inducers of genotoxicity in HEK293T ELG1-luciferase cells; HEK293T ELG1-luciferase reporter, luminescence, 16 h; Potency, µM (top dose mostly 46 µM), inactives show top-dose activity change, positive = activation, usual class: activators; hit rate 1.3% among 330,000; AID 504466; also: potency is read from the fitted curve at half-maximal effect; % of control where 0% means no effect; nearly all actives have a fitted effect of over 60% in size
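HEK293T cells expressing luciferase-tagged ELG1 were exposed to compound or DMSO vehicle for 16 hr at 37 °C and 5% CO2. Luciferase activity was then measured with ONE-Glo after 30 min at room temperature.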
* marks the source's active call; other numbers are inactive results; ? = inconclusive; . = not tested or not shown; & = joins results of further samples; [ ] = dose if it differs, or a comment. Unless noted, calls follow the shape of the dose curve; as a rule, active = well fitted curve in the direction sought with a large enough effect; inconclusive = small, poorly fitted or top-dose-only effect, or another doubt; inactive = no such curve, though single readings can be large; an effect the other way counts as inactive or inconclusive. The list is partial; the hit share may differ from the screen's.

SMILES	Rab9 promoter act	p53 reactivation	VP16 counter	Giardia killer	RORgamma inh	FLuc counter	NPC1 promoter act	PKM2 activator	Menin MLL FP TR	BRCA1 expr up	ELG1 genotox
N/C(=N\OC(=O)Cc1ccccc1)c1cccnc1	-4%	11%	-7%	10	6%	-2%	-4%	1%	-5%	96%	3%
O=C(NNC(=S)Nc1ccc(Cl)cc1Cl)c1ccc(N2CCOCC2)c([N+](=O)[O-])c1	-3%	2%	?	-5	11µM*	-16%	-2%	-18%	?	-27%	7%
N#CCSc1nnc(-c2ccccc2O)n1Cc1ccccc1	-4%	-5%	0%	7	-14%	1%	-2%	0%	-1%	-3%	2%
COc1ccc(CC(=O)Nc2cc(NC(=O)Cc3ccc(OC)c(OC)c3)cc(C(=O)O)c2)cc1OC	0%	-9%	5%	1	-5%	-16%	-4%	1%	-19%	-20%	0%
CCCN1CNc2c(c(=O)[nH]c(=S)n2-c2ccccc2Cl)C1	-5%	-2%	9%	2	-12%	2%	0%	0%	3%	6%	-13%
CCC(C)(C)NC(=O)C(c1ccc(F)cc1)N(Cc1ccccc1)C(=O)c1cnccn1 (configuration not stated)	1%	-1%	-13%	-24	-4%	-3%	-1%	-5%	-18%	-28%	-2%
Cc1ccc(NC(=O)COC(=O)CCNS(=O)(=O)c2ccc(C)c(C)c2)cc1	2%	-6%	0%	5	11%	-3%	-3%	7%	24%	15%	2%
Cc1cccc(OCCCC(=O)Nc2ccc(N3CCCCC3)cc2)c1	1%	21%	-17%	-4	-12%	-2%	-2%	0%	34%[activator]	0%	1%
CC(=O)N1CCN(S(=O)(=O)c2cccc(C(=O)Nc3ccc4c(c3)CCC4)c2)CC1	7%	-18%	2%	7	?	?	2%	-17%	0%	-24%	-1%
COc1ccc(/C=C(\NC(=O)c2ccc(C)cc2)C(=O)Nc2c(C)n(C)n(-c3ccccc3)c2=O)cc1	-3%	-1%	6%	11	0%	-2%	-4%	1%	8%	3%	-2%
COc1ccccc1/C=c1\sc2nc(-c3ccccc3OC)nn2c1=O	7%	-2%	-8%	-13	-16%	?	-3%	17%	?	-18%	-2%
CCCCn1c(N)c(C(=S)NC(=O)CC(C)(C)C)c(=O)n(C)c1=O	-2%	-33%[inhibitor]	0.71µM*	-20	1.3µM*	3%	-2%	-6%	-2%	-54%	-2%
Cc1c(Cl)cccc1NC(=O)c1cccc(NC(=O)CCC(=O)O)c1	-3%	1%	1%	-1	1%	1%	1%	-1%	6%	-2%	2%
COC(=O)[C@H](CC(C)C)NC(=O)Nc1ccccc1F	-2%	-5%	-10%	35[activator]	24%	-3%	-3%	1%	.	0%	0%
C/C=C/C=C\C(=O)Nc1cccc(C2=NOC3(C2)C[C@H](C(N)=O)N(C(=O)CC#N)C3)c1 (some centres not stated)	1%	1%	-4%	12	6%	?	9%	20µM*	.	-7%	4%
Cc1ccc(NC(=O)CSc2nc(=O)n3cc(C)ccc3n2)c(C)c1	1%	-8%	.	-7	.	-1%	0%	.	.	2%	0%
Cc1ccc(-n2cccn2)cc1	-4%	-2%	-5%	6	-8%	?	-3%	-2%	-7%	-18%	1%
CCCC[C@@H]1CNC(=S)N1CCc1cccc(F)c1	0%	-4%	4µM*	-10	1.4µM*	1%	0%	-3%	-5%	-2%	-3%
Cc1ccc(C(CC(=O)N2CCCC2)c2ccccc2)c(O)c1 (configuration not stated)	-7%	-2%	21%	4	-3%	1%	-4%	.	-3%	15%	-1%
Cc1cccc(/C(N)=N/OC(=O)CCc2ccccc2)c1	?	30%	2%	-21	-30%	21µM*	19%	5%	6%	13µM*	13%
Cc1cc(NC(=O)c2ccc([N+](=O)[O-])cc2Cl)no1	?	?	4%	-24	-22%	?	?	.	-1%	105%	18%
COc1ccc(-c2ccc(-c3cc(=O)oc4cc(OC)c(OC)c(OC)c34)cc2)cc1	.	-4%	6%	30[activator]	20%	.	.	.	-11%	9%	0%
Cc1ccc(Cl)cc1N1CCN(C(=O)Cn2ncn3cccc3c2=O)CC1	-1%	.	-2%	2	-1%	1%	-3%	0%	-11%	-4%	-3%
COc1ccc(C(=O)Nn2cc3c(c2-c2ccccc2)c(=O)n(C)c(=O)n3C)cc1	0%	-5%	.	4	2%[0.365 µM]	-1%	12%	-1%	6%	5%	?
CCOc1ccc(C(=O)NCC(=O)N2CCc3ccccc3C2)cc1OCC	-8%	-4%	1%	-21	3%	0%	-1%	-1%	-10%	15%	-4%
O=C(CSc1ccccn1)N/N=C/c1c[nH]c2ccccc12	2%	-1%	-8%	7	20%	?	-2%	.	8%	-46%	-2%
CCC(C)CCCCNC1=NCCS1 (configuration not stated)	13%	11%	-3%	3	?	-1%	-3%	-14%	-16%	-11%	-4%
CCOC(=O)c1ccc[n+](CC(=O)Nc2ccccc2OC(F)F)c1	0%	-1%	-2%	-16	-14%	-3%	1%	2%	-12%	6%	0%
O=C(Nc1cc(=O)[nH]c2nc(-c3ccc(Cl)cc3)nn12)c1ccccc1	0%	1%	2%	4	29%	?	-1%	4%	.	0%	1%
O=C(CN1C(=O)c2ccccc2C1=O)NCC1CCCO1 (configuration not stated)	3%	20%	1%	7	2%	1%	-1%	5%	2%	-3%	-3%
Cc1cc(=O)[nH]c2c3ccccc3nn12	18%	1%	27%	11	20%	-15%	5%	3%	-1%	-6%	2%
Cc1cc(NC(=O)CSc2nc(-c3ccc(F)cc3)cs2)no1	-3%	2%	3%	1	-3%	0%	-1%	-3%	?	2%	-2%
COCCNC(=O)/C(C#N)=C/C=C/c1ccccc1[N+](=O)[O-]	-9%	-8%	-16%	-3	13µM*	2%	-12%	3%	-1%	-59%	-20%
Cc1ccc(/C=C/C(=O)Nc2nn[nH]n2)o1	0%	3%	16%	9	10%	-3%	0%	6%	-17%	-4%	2%
C/C(=N\Nc1nc(C)cc(C)n1)c1ccc(C)o1	-3%	1%	10µM*	-11	7.1µM*	-15%	1%	-16%	.	0%	1%
COc1ccc(CNC(=O)C2=CC(c3ccc(OC)c(OC)c3)=NS(=O)(=O)N2C)cc1	-1%	18%	4%	-17	-6%	-8%&-15%	2%	7%	30%[activator]	-4%	-8%
CCN1CCn2c3c(c4cc(Cl)ccc42)CCCC31 (configuration not stated)	-4%	11%	8%	-27	20%	-16%	-1%	-3%	-6%	-48%	-2%
COc1ccc(CN2CCN(c3nc4ccccc4s3)CC2)cc1	?	8%	-7%	-5	35%	?	24%	.	-14%	12%	6%
CC1(C)CC(=O)C(N=Nc2ccc(-c3ccccc3)cc2)=C(O)C1	15%	3%	?	1	15%	2.1µM*	5%	0%	-3%	87%	?
C1CN(c2nc3nonc3nc2N2C[C@H]3CC[C@H]2C3)CCS1	-3%	-2%	2%	-1	9%	-12%	-2%	0%	-5%	-3%	0%

Nothing new here: entries from further up.
SMILES	Rab9 promoter act	p53 reactivation	VP16 counter	Giardia killer	RORgamma inh	FLuc counter	NPC1 promoter act	PKM2 activator	Menin MLL FP TR	BRCA1 expr up	ELG1 genotox
Cc1cc(NC(=O)c2ccc([N+](=O)[O-])cc2Cl)no1	?	?	4%	-24	-22%	?	?	.	-1%	105%	18%
COc1ccc(-c2ccc(-c3cc(=O)oc4cc(OC)c(OC)c(OC)c34)cc2)cc1	.	-4%	6%	30[activator]	20%	.	.	.	-11%	9%	0%
Cc1ccc(Cl)cc1N1CCN(C(=O)Cn2ncn3cccc3c2=O)CC1	-1%	.	-2%	2	-1%	1%	-3%	0%	-11%	-4%	-3%
COc1ccc(C(=O)Nn2cc3c(c2-c2ccccc2)c(=O)n(C)c(=O)n3C)cc1	0%	-5%	.	4	2%[0.365 µM]	-1%	12%	-1%	6%	5%	?
CCOc1ccc(C(=O)NCC(=O)N2CCc3ccccc3C2)cc1OCC	-8%	-4%	1%	-21	3%	0%	-1%	-1%	-10%	15%	-4%

High-throughput results from PubChem BioAssay.
